Screens as filed in PubChem.
Pol kappa inh = qHTS for Inhibitors of Polymerase Kappa | actives 0.53% (n = 400,000) | purified Pol kappa, fluorescent DNA synthesis assay, 10 min | Potency, µM (highest dose often 107 µM), inactives show at the top dose activity, negative = inhibition, actives largely listed as inhibitors; note: potency is the fitted concentration of half-maximal effect; % is set by controls: 0 for no effect and ±100 for the full control effect
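Readout: fluorescence, taken kinetically at 0 and 10 min. Conditions: 10 nM Pol kappa, 15 min RT compound preincubation, 50 nM substrate final. Controls: enzyme-free buffer wells.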
POLI inh = qHTS for Inhibitors of Polymerase Iota; DNA polymerase iota (Homo sapiens), Q9UNA4; Pol iota fluorescent replication assay, 10 min; Potency, µM (doses to about 115 µM), without a hit: at the highest dose activity, negative = inhibition, actives largely listed as inhibitors; actives 1% (n = 390,000); note: potency is the fitted concentration of half-maximal effect
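Pol iota at 10 nM preincubated 15 min with compounds at room temperature; reaction started with fluorescent substrate, 50 nM final. Fluorescence read kinetically at 0 and 10 min; buffer-only wells as negative control.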
Pol eta inh = qHTS for Inhibitors of Polymerase Eta | Potency, µM (series often up to 114 µM), for inactives: top-dose activity change, negative = inhibition, most hits filed as inhibitors | DNA polymerase eta (Homo sapiens), Q9Y253 | actives 1.2% (n = 390,000) | AID 588591, 2011 | recombinant Pol eta, fluorescent DNA replication assay; note: potency is the fitted concentration of half-maximal effect; % is set by controls: 0 for no effect and ±100 for the full control effect
Target sequence (Q9Y253 whole entry, looked up): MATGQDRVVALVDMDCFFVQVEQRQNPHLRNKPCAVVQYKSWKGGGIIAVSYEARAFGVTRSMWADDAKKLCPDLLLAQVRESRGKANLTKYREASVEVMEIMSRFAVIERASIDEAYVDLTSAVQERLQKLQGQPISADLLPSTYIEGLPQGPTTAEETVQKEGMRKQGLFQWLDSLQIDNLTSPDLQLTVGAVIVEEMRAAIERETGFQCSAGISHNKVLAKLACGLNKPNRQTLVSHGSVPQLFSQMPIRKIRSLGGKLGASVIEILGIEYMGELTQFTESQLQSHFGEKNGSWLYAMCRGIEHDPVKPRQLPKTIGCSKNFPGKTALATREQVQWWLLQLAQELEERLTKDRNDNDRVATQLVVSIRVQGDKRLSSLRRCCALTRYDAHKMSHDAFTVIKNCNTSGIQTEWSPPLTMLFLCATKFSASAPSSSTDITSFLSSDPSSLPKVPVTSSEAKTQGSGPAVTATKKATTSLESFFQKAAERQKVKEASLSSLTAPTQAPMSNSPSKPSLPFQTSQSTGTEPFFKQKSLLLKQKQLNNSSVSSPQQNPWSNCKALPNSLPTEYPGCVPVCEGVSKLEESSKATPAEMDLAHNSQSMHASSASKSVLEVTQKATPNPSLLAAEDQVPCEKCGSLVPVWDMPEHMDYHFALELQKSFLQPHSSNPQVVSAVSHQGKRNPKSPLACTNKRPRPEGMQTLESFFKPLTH
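Fluorescent replication assay: 50 nM final substrate added after a 15 min room-temperature compound preincubation with 10 nM enzyme. Signal taken at 0 min and again at 10 min.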
RXFP1 antag = qHTS Assay for Antagonists of the Relaxin Receptor RXFP1; HEK293-RXFP1, relaxin-stimulated cAMP HTRF, 30 min; active compounds read low; activity change, negative = inhibition, % at 57.5 µM; AID 1259400, 2018; actives 0.59% (n = 350,000); Relaxin receptor 1 (Homo sapiens), Q9HBX9;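 active = activity change of -60% or lower, but not beyond a set lower limit; inconclusive = change between -60% and -40%, or beyond the set limit; inactive = change above -40%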; note: % is set by controls: 0 for no effect and ±100 for the full control effect
APE1 inh = qHTS Assay for Inhibitors of the Human Apurinic/apyrimidinic Endonuclease 1 (APE1); DNA repair nuclease/redox regulator APEX1 (Homo sapiens), P27695; recombinant APE1, TAMRA/BHQ-2 abasic DNA cleavage fluorescence; Potency, µM (highest dose often 65.8 µM), without a hit: at the highest dose activity change, negative = inhibition, usual class: inhibitors; actives 0.35% (n = 350,000); AID 2517, 2012;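 note: potency is the fitted concentration of half-maximal effect; plate controls were vehicle for no effect and reference inhibitor for full effect; nearly all actives have a fitted effect of over 55% in size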
Target sequence (P27695 whole entry, looked up): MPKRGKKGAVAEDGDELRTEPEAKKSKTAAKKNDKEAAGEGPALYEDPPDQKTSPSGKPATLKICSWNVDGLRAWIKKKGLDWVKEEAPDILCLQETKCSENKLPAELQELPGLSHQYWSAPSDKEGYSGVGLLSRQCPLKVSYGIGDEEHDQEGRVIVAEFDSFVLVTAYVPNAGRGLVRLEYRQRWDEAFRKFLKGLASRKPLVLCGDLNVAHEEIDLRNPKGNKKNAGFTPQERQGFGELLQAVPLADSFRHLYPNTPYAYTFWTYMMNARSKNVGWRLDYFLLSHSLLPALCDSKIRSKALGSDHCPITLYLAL
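Activity was derived from the fluorescence gain between first and third kinetic reads (60 s intervals, ex 525/em 598 nm) after 50 nM THF-abasic TAMRA/BHQ-2 duplex was added to 0.75 nM APE1 preincubated 15 min with compound.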
Anesthetic bind = qHTS Assay for Identification of Novel General Anesthetics | Ferritin light chain (Equus caballus), P02791 | Potency, µM (doses to about 77.5 µM), inactives show top-dose activity change, negative = displacement, actives largely listed as inhibitors | actives 0.074% (n = 350,000) | apoferritin/1-aminoanthracene competitive binding, fluorescence; note: potency is the fitted concentration of half-maximal effect; % is set by controls: 0 for no effect and ±100 for the full control effect; nearly all actives have a fitted effect of over 20% in size
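Horse-spleen apoferritin (10 uM) in 50% saturated 1-aminoanthracene in PBS was incubated 10 min at room temperature with compound. Fluorescence (ex 380, em 535 nm) was normalized to free and bound 1-AMA, with concentration-response fitted by a four-parameter Hill equation.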
POLB inh = qHTS Assay for Inhibitors of DNA Polymerase Beta. actives 1.3% (n = 340,000). Pol beta primer extension/strand displacement, fluorescence kinetic. AID 485314, 2010. P06746. Potency, µM (highest dose often 114 µM), without a hit: at the top dose activity change, negative = inhibition, usual class: inhibitors; note: potency is the fitted concentration of half-maximal effect; % is set by controls: 0 for no effect and ±100 for the full control effect
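Pol beta (10 nM) was preincubated with compound for 15 min at room temperature. The reaction was then started with 50 nM substrate and read immediately and after a further 10 min at room temperature.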
PGK inhibitor = qHTS Assay to Find Inhibitors of Phosphoglycerate Kinase; Potency, µM (titrated, usually from 57.5 µM), for inactives: at the highest dose activity change, negative = inhibition, actives largely listed as inhibitors; AID 602233, 2012; Phosphoglycerate kinase, glycosomal (Trypanosoma brucei brucei), P07378; PGK/GAPDH coupled, Kinase-Glo luminescence, 60 min; actives 0.043% (n = 380,000); note: potency is the fitted concentration of half-maximal effect; % is set by controls: 0 for no effect and ±100 for the full control effect; nearly all actives have a fitted effect of over 60% in size
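Luminescent ATP detection (Kinase-Glo Plus) follows a 60-minute room-temperature incubation, with wells lacking PGK as controls. Buffer: 100 mM TEA (pH 7.6), 5 mM MgCl2, 0.01% Tween-20. Coupling enzyme GAPDH (100 nM final) supplies unstable 1,3-BPG in-well.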
BLM inh = qHTS Assay for Inhibitors of Bloom's syndrome helicase (BLM). recombinant BLM DNA unwinding, fluorescence dequenching. Potency, µM (doses to about 56.1 µM), inactives show at the top dose activity change, negative = inhibition, actives largely listed as inhibitors. actives 0.2% (n = 350,000). RecQ-like DNA helicase BLM (Homo sapiens), P54132;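 note: potency is the fitted concentration of half-maximal effect; plate controls were vehicle for no effect and no enzyme for full effect; nearly all actives have a fitted effect of over 35% in size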
* = called active by the depositor; i = inactive; ? = inconclusive; · = not tested or not shown; & = joins results of further samples; [ ] = dose if it differs, or a comment. Unless noted, calls come from the whole dose curve; as a rule, active = well fitted curve in the direction sought with a large enough effect; inconclusive = small, poorly fitted or top-dose-only effect, or another doubt; inactive = no such curve, though single readings can be large; an effect the other way counts as inactive or inconclusive. This is a subset; the hit share may differ from the screen's.

SMILES	Pol kappa inh	POLI inh	Pol eta inh	RXFP1 antag	APE1 inh	Anesthetic bind	POLB inh	PGK inhibitor	BLM inh
Cn1nc(NC(=O)C(F)(F)F)c2ncc(-c3ccc(Cl)cc3)nc21	-19%	-28%	-5%	0	3%	2%	0%	1%	-5%
Oc1ccc(N=Cc2ccc(O)c(O)c2)cc1	45µM*	13µM*	3.2µM*	-8	7%	-6%	?	-6%	28µM*
CCC(=O)N1c2ccccc2CC1C(=O)NCCCN1CCN(c2ccc(OC)cc2)CC1 (stereo not drawn)	-1%[60.1 µM]	31%[activator]	-10%	-2	·	1%	-16%	?	6%
O=C(NCc1ccc(Cl)cc1)C1CCC(CNS(=O)(=O)c2ccccc2)CC1 (stereo not drawn)	8%	6%&4%	-4%&-16%	-10&-7	26%	-9%&1%	14%&-14%	-4%	-5%&-2%
COc1cccc(NC(=O)n2nc(N)cc2-c2ccc(Cl)cc2)c1	0%	8%	-26%	1	-8%	1%	5%	-3%	-4%
Cc1ccc2c(c1)N(CC(=O)N1CCCCCC1)C(=O)CO2	11%	-8%[58.9 µM]	-4%	-3	-3%	-14%	-5%	-9%	-3%
CC1CCC2(CC1)NC(=O)N(Cc1nc(-c3ccccc3)no1)C2=O (stereo not drawn)	-5%	41%[activator]	-18%	3	4%	?	6%	-1%	-5%
COc1ccccc1C(=O)Nc1ccc2oc(-c3cccc(Cl)c3Cl)nc2c1	-5%	-10%	-30%	16	·	0%	0%	-5%	-7%
CCC(=O)Nn1c(C)nnc1C	-19%	4%	-1%	-4	16%	-17%	18%	2%	-5%
Cc1c(NC(=O)C(C)OC(=O)c2cc(Cl)ccc2O)c(=O)n(-c2ccccc2)n1C (stereo not drawn)	-8%	19%	-23%	-11	57%[activator]	-3%	-1%	-7%	0%
COc1ccc(C(=S)N2CCN(c3cccc(Cl)c3)CC2)c(OC)c1	7%	13%	-15%	-2	11%	-10%	27%	i	-9%
COc1ccccc1Nc1nc(N)nc(CN2CCOCC2)n1	9%	68%[activator]	-19%	·	-5%	-4%	15%	-3%	2%
Cc1cc(C(=O)O)cc(S(=O)(=O)NNC(=O)c2cccs2)c1C	13%	13%	-10%	16	37%	11%	-20%	-3%	-5%
COc1ccc(CCNCC(=O)Nc2c(C)cc(C)cc2C)cc1OC	12%	0%	-1%	·	8%	-7%	-7%	-8%	2%
Cc1ccc(S(=O)(=O)N2CCOCC2)cc1NC(=O)CNCc1ccccn1	-5%	0%	22%	2	-2%	-6%	-8%	-3%	1%
COCCN(C(=O)COC(=O)C1=COCCO1)c1c(N)n(Cc2ccccc2)c(=O)[nH]c1=O	-2%	19%	-11%	5	-9%	-3%	1%	3%	0%
NC(=O)c1cccc(S(=O)(=O)N2CC(c3ccccc3)CC2=O)c1 (stereo not drawn)	6%	0%	-11%	-8	12%	-9%	18%	1%	-4%
CC(C)Nc1nc2cccnc2s1	-13%	39%[activator]	-20%	-2	1%	-5%	-5%	-2%	-1%
CCC(c1nnnn1Cc1ccccc1)N1CCN(c2ccc(OC)cc2)CC1 (stereo not drawn)	-6%	3%	-7%	4	0%	-12%	?	-3%	-2%
CCC(C)[C@H](NC(=O)N1CCn2c1nc1ccccc12)C(=O)NCC1CCCO1 (stereo partly drawn)	-10%	-1%	1%	5	-9%	-9%	6%	0%	2%
Cc1occc1C(=O)Nc1nn[nH]n1	-2%	-14%	4%	-16	10%	0%	11%	-3%	-2%
O=C(O)c1ccc2c(c1Sc1ccccc1)C(=O)c1ccccc1C2=O	·	·	·	·	-6%	-6%	3%	·	-5%
CC(C)[C@H](NC(=O)c1ccccc1)C(=O)NC1=NCCS1	-10%	35%[activator]	-14%	-9	8%	·	·	0%	·
CCCCn1c(N)c(N(CCOC)C(=O)CCN2C(=O)C3CC=CCC3C2=O)c(=O)[nH]c1=O (stereo not drawn)	-2%	19%	-10%	-2	·	·	·	-8%	·
COc1ccc(CC(=O)NCCc2cnc[nH]2)cc1	-16%	-6%	7%	10	-1%	-7%	?	1%	-3%

With a hit mark in BLM inh, among the entries above:
SMILES,Pol kappa inh,POLI inh,Pol eta inh,RXFP1 antag,APE1 inh,POLB inh,PGK inhibitor,BLM inh
Oc1ccc(N=Cc2ccc(O)c(O)c2)cc1,45µM*,13µM*,3.2µM*,-8,7%,?,-6%,28µM*

Additional records:
SMILES	Pol kappa inh	POLI inh	Pol eta inh	RXFP1 antag	APE1 inh	Anesthetic bind	POLB inh	PGK inhibitor	BLM inh
COc1ccc(C(C)C)cc1S(=O)(=O)N1CC(C)OC(C)C1 (stereo not drawn)	-3%	196%[activator]	-8%	-12	4%	-9%	22%	-4%	-5%
Cn1c(C(=O)O)c(CC(=O)N2CCC(Cc3ccccc3)CC2)c2ccccc21	-11%	25%	-19%	·	-8%	-4%	9%	6%	0%
OC(CNC1CCCCCC1)COc1cccc2ccccc12 (stereo not drawn)	-10%	24%	-14%	-10	7%	-6%	44%	0%	-1%
COc1ccc(NC(=O)CCNC(=O)N2CC(=O)Nc3ccccc32)c(OC)c1	11%	24%	-5%	16	30%	-9%	1%	-10%	2%
COc1ccc(C(=O)OCC(=O)Nc2ccc(F)c(F)c2)cc1OC	-3%	-4%	-20%	-2	-1%	-11%	4%	-3%	-2%
CCn1c(SCC(=O)Nc2ccc(C)c(C)c2)nnc1-c1nonc1NC(C)=O	0%	1%	-5%	-7	·	?	-20%	-13%	0%
COc1ccc(NC(=O)c2c(C)oc3ccc(O)c(CN4CCCCCC4)c23)cc1Cl	-27%	-15%	-18%	-9	·	2%	-16%	-6%	-5%
CC(NC(N)=O)C(=O)NCC(=O)OCc1ccccc1 (stereo not drawn)	-8%	29%	-13%	6	1%	-7%	9%	4%	-5%
COc1cc(/C=N/NC(=O)CN(Cc2ccccc2)S(=O)(=O)c2ccc3c(c2)OCCO3)ccc1O	-11%	23%	-5%	-5	2%	-6%	-27%	-7%	-7%
Cc1ccc(C2=NOC(=O)/C2=C\C=C\c2ccccc2)cc1	-21%	?	89µM*	-108*	-8%	-17%	?	-3%	-21%
CN(C(=O)COC(=O)c1ccc(S(=O)(=O)N2CCCC2)cc1)c1ccccc1	-5%	45%[activator]	6%	-7	0%	-14%	-16%	-1%	-2%
COc1ccccc1NC(=O)c1cc(S(=O)(=O)N2CCN(c3ccccc3Cl)CC2)ccc1F	-1%[60.1 µM]	16%	-18%	3	·	-13%	1%	2%	-3%
COc1ccc2c(c1)Cc1sc(NC(=O)c3ccccc3Br)nc1-2	-16%	?	-17%	-17	·	?	8%	-18%	-21%
O=C(NCc1ccco1)c1nn2cccnc2c1Cl	13%	23%	-12%	-4	0%	-11%	6%	i	-3%
O=C(CCN1CCN(Cc2ccccc2)CC1)Nc1cccc(Br)c1	4%	109%[activator]	-4%	-5	20%	8%	?	-7%	2%
CSCC[C@H](NC(=O)COc1ccc(Cl)cc1Cl)c1nc2ccccc2[nH]1	-2%	5%	-14%	-12	11%	7%	16%	i	5%
O=S(=O)(c1ccc(Br)cc1)N1CCOC12CCCCC2	1%	44%[activator]	-20%	-13	-1%	1%	9%	i	-5%
COc1ccccc1N(CC(=O)NC1CCCCC1)C(=O)CNC(=O)c1cccs1	3%	108%[activator]	-20%	-5	-14%[12.4 µM]	-11%	29%	-5%	0%
CC1CCCCC12NC(=O)N(Cn1nnc3ccccc3c1=O)C2=O (stereo not drawn)	-10%	0%	-11%	-5	4%	-14%	?	2%	3%
Cc1cc(C)cc(Nc2nc3c([nH]2)c(=O)n(C)c(=O)n3C)c1	0%	-23%	-6%	-4	12%	-2%	8%	·	-10%
CC(C)c1nc(SCC(=O)NC2CCCC2)c2c(=O)n(C)c(=O)n(C)c2n1	-11%	-21%	-1%	2	13%	-5%	18%	0%	-2%
CN(C(=O)c1ccncc1)C1CC(C)(C)N(O)C(C)(C)C1	-4%	-4%	0%	-5	2%	-7%	2%	-2%	3%
CC(C)c1ccc(S(=O)(=O)c2nnn3c2nc(N2CCCC2)c2sccc23)cc1	9%	22%	-18%	-11	·	1%	19%	-11%	2%
Cn1c(SCCC(=O)O)nnc1-c1ccncc1	-9%	10%	-2%	11	3%	-7%	15%	-2%	3%
COc1cc(/C=C2\SC(=S)N(NC(=O)c3ccncc3)C2=O)ccc1O	-29%	22µM*	?	-4	?	1%	-6%	-14%	-14%
O=C(CCl)N1CCN(S(=O)(=O)Cc2ccccc2)CC1	13%	24%	-4%	3	1%	·	·	i	·
C=CCn1c(Cc2cccs2)nnc1SCC(=O)NC1CC1	-11%	18%	-20%	0	20%	-6%	47%	-1%	-1%
CCCCn1nc(CC(=O)O)c2ccccc2c1=O	-17%	-10%	-4%	-6	0%	-12%	-3%	-5%	0%
COc1nc(C#N)c(N2CCOCC2)o1	-13%	3%	-3%	4	0%	-1%	-22%	-9%	-2%
Cc1ccc(OCCNC(=O)c2cc(C3CC3)nc3c2cnn3C(C)C)cc1	-12%	8%	-15%	-17	-8%	·	·	-10%	·

Record cards, from the list above:
CSCC[C@H](NC(=O)COc1ccc(Cl)cc1Cl)c1nc2ccccc2[nH]1 across the screens: Pol kappa inh: -2%; POLI inh: 5%; Pol eta inh: -14%; RXFP1 antag: -12; APE1 inh: 11%; Anesthetic bind: 7%; POLB inh: 16%; PGK inhibitor: i; BLM inh: 5%
COc1ccc(CC(=O)NCCc2cnc[nH]2)cc1 across the screens: Pol kappa inh: -16%; POLI inh: -6%; Pol eta inh: 7%; RXFP1 antag: 10; APE1 inh: -1%; Anesthetic bind: -7%; POLB inh: ?; PGK inhibitor: 1%; BLM inh: -3%
